Compound activity as filed in PubChem.
Integrin act MD: qHTS for Activators of Integrin-Mediated Alleviation for Muscular Dystrophy | alpha7betagal myoblasts, beta-gal FDG fluorescence, 48 h | Potency, µM (titrated, usually from 38.3 µM), for the others: at the highest dose activation, hits mostly activators | 350,000 tested, 0.064% active;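 also: potency is read from the fitted curve at half-maximal effect; 100% = response of the positive control SU9516; nearly all actives have a fitted effect of over 60% in size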
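Alpha7betagal+/- myoblasts (passage 13) were plated 16-24 hr, then exposed to compounds (1:260 dilution of DMSO stock) for 48 hours at 37C. After MPER lysis, β-galactosidase reporter activity was read as FDG fluorescence (ex 480/em 540) after 30 minutes.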
p53 reactivator: qHTS assay for re-activators of p53 using a Luc reporter. H1299 p53-A138V BP100-luciferase reporter, luminescence, 24 h. Potency, µM (top dose mostly 92.2 µM), inactives show top-dose activity change, positive = activation, hits mostly activators. 320,000 tested, 0.063% active. AID 504706, 2011; also: potency is read from the fitted curve at half-maximal effect; % of control where 0% means no effect; nearly all actives have a fitted effect of over 45% in size
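p53-null H1299 cells stably carrying temperature-sensitive p53-A138V and a BP100-luciferase reporter were pinned with compounds (4-point, 1:5 series) and held 24 hrs at 37 deg C. Luminescence was read 10 min after detection reagent.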
CXXC DNA block: qHTS Fluorescence Polarization Assay for Inhibitors of MLL CXXC domain - DNA interaction | Histone-lysine N-methyltransferase 2A (Homo sapiens), Q03164 | MLL-CXXC / FITC-HOXA9 DNA fluorescence polarization | Potency, µM (highest dose often 115 µM), for the others: top-dose activity change, negative = inhibition, usual class: inhibitors | 290,000 tested, 0.037% active; active = well fitted inhibition curve with a large enough effect in the polarisation, with a control signal flat, not every such curve was filed as active; inconclusive = small, poorly fitted or top-dose-only effect, or effect the other way, or a change in a side signal; inactive = no such curve, though single readings can be large or run the other way; the % refers to the polarisation; also: potency is read from the fitted curve at half-maximal effect
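Fluorescence polarization: 7 uM MLL-CXXC (stock) preincubated 5 min with compounds, then 50 nM fluorescein-HOX-A9 DNA (stock) added; 30 min ambient. Buffer 50 mM Tris-HCl pH 7.5, 50 mM NaCl, 1 mM DTT, 0.05% BSA.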
BRCA1 expr up: qHTS Assay to Identify Small Molecule Activators of BRCA1 Expression | Potency, µM (titrated, usually from 46.1 µM), for the others: top-dose activation, actives largely listed as activators | AID 624202, 2012 | MCF7-BRCA1-FFLuc reporter, luminescence, 48 h; response scale: scaled: vehicle 0%, 10 µM genistein 100% | 380,000 tested, 1.1% active; also: potency is read from the fitted curve at half-maximal effect; nearly all actives have a fitted effect of over 80% in size; some results filed as inactive show a strong effect at the top dose
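Using MCF7 cells harboring a BRCA1 firefly luciferase reporter, plated 2 h before compound pinning, the screen measured luminescence after 48 h incubation. Responses were normalized to DMSO and 10 microM genistein, then fitted for concentration-effect.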
ELG1 repair inh: qHTS screen for small molecules that inhibit ELG1-dependent DNA repair in human embryonic kidney (HEK293T) cells expressing luciferase-tagged ELG1; 330,000 tested, 2.3% active; HEK293T ELG1-luciferase reporter, luminescence, 16 h; DNA damage induced by 5-fluorouridine; Potency, µM (highest dose often 46.1 µM), for the others: top-dose activity change, negative = inhibition, actives largely listed as inhibitors; also: potency is read from the fitted curve at half-maximal effect; % is scaled to controls: 0 for no effect and ±100 for the full control effect; nearly all actives have a fitted effect of over 55% in size
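Reporter activity after DNA damage by 5-fluorouridine is monitored. Compound-treated cells incubate 16 hr at 37 °C, then ONE-Glo is added for 30 min before luminescence reading.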
TCR activator: Activators of T cell receptors: qHTS campaign; primary human leukocytes, anti-CD3, IL-2 HTRF, 48 h; 330,000 tested, under 10 active; AID 504894, 2011; Potency, µM (series often up to 9.22 µM), for inactives: at the top dose activation of IL-2 secretion, actives largely listed as activators; also: % of control where 0% means no effect
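Readout: HTRF IL-2, Eu-cryptate/d2 antibody pair, 320nm excitation, 665nm emission. Stimulus: a-CD3 beads, no co-stimulation. Cells: primary human leukocytes. Exposure: 48 hr with compound.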
TRPV1 ag: HTS Assay for Compounds that Act as Agonists of the Vanilloid Receptor 1 | Transient receptor potential cation channel subfamily V member 1 (Homo sapiens), Q8NER1 | TRPV1-expressing cells, Fluo-8 calcium influx, agonist mode | activation, % at 8.33 µM | 320,000 tested, 0.19% active | AID 540275, 2011; in the data active = activation above about 80%; inconclusive = between about 30% and that limit; also: 0% is about no effect
Target sequence (Q8NER1 whole entry, looked up): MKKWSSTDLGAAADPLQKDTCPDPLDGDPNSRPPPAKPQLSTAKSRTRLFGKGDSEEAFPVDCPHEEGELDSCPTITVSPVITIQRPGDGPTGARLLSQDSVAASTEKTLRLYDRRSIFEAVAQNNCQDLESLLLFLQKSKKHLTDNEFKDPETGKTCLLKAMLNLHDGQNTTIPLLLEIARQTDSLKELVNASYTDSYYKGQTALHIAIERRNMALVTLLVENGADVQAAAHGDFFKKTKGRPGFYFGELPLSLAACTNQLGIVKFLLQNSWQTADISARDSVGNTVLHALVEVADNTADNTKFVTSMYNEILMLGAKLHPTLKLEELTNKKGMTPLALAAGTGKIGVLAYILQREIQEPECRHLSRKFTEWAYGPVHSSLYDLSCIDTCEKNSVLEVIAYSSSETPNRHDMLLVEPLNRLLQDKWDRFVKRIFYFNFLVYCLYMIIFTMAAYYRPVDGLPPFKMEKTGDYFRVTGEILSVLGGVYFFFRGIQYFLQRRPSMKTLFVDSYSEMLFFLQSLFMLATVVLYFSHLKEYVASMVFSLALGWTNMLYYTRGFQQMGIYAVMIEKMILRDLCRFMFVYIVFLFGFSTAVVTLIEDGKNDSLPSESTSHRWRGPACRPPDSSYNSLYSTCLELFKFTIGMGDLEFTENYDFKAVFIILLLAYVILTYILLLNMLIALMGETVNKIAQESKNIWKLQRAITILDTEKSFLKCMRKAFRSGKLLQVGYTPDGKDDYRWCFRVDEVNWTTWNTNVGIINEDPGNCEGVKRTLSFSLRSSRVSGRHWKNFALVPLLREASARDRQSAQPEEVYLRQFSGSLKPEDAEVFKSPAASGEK
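Fluo-8 calcium influx in TRPV1-expressing cells, kinetic read (ex 480/em 520 nm). Compound added and read 3 min for agonist activity, followed by capsaicin at EC20 final and 2 min further read for enhancement.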
TSG101-PTAP inh: qHTS Assay for Iinhibitors of HIV-1 Budding by Blocking the Interaction of PTAP/TSG101; Tumor susceptibility gene 101 protein (Homo sapiens), Q99816; AID 493005, 2010; Potency, µM (series often up to 115 µM), inactives show top-dose activity change, negative = inhibition, actives largely listed as inhibitors; Fluorescence polarization, FITC-PTAP peptide / Tsg101 binding; 340,000 tested, under 10 active; active = well fitted inhibition curve with a large enough effect in the main read-out, with a control signal flat, not every such curve was filed as active; inconclusive = small, poorly fitted or top-dose-only effect, or effect the other way, or a change in a side signal; inactive = no such curve, though single readings can be large or run the other way; also: potency is read from the fitted curve at half-maximal effect; % of control where 0% means no effect
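FP read-out: FITC-PTAP peptide, 50 nM final, binding Tsg101 binding domain, 10 uM final; 20 min, r.t.; 10 mM HEPES pH 7.5, 0.15 M NaCl, 0.01% Tween 20, 3 mM EDTA, 0.1 mM TCEP.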
AT treatment: qHTS Assay for Identifying a Potential Treatment of Ataxia-Telangiectasia. Potency, µM (titrated, usually from 57.5 µM), without a hit: at the highest dose activation, hits mostly activators. 320,000 tested, 0.19% active. […] A-T fibroblasts, KAP-1 phosphorylation AlphaLISA; neocarzinostatin DNA damage 30 min before lysis. AID 485349, 2010; also: potency is read from the fitted curve at half-maximal effect; % of control where 0% means no effect; nearly all actives have a fitted effect of over 45% in size
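ATM-like activity read as KAP-1 phosphorylation via AlphaLISA donor/acceptor antibody pairs after lysis and 6 hr at 25C. Cells were ATM-null patient fibroblasts ([…], hTERT), dosed 60 min, then exposed to the DSB inducer NCS for 30 min.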
B2AR arrestin: qHTS assay of beta-arrestin-biased ligands of beta2-adrenergic receptor; 330,000 tested, 0.02% active; Potency, µM (series often up to 46.1 µM), for the others: at the highest dose activation, usual class: activators; AID 492947, 2010; beta-arrestin recruitment to beta2AR, cell-based reporter;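 also: potency is read from the fitted curve at half-maximal effect; 0% = DMSO controls and full agonism = EC100 isoproterenol or metaproterenol; nearly all actives have a fitted effect of over 65% in size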
Starred values were filed as active, the others as inactive; ? = inconclusive; · = no result given; [ ] = dose if it differs, or a comment. Unless noted, calls follow the shape of the dose curve; as a rule, active = well fitted curve in the direction sought with a large enough effect; inconclusive = small, poorly fitted or top-dose-only effect, or another doubt; inactive = no such curve, though single readings can be large; an effect the other way counts as inactive or inconclusive.

SMILES	Integrin act MD	p53 reactivator	CXXC DNA block	BRCA1 expr up	ELG1 repair inh	TCR activator	TRPV1 ag	TSG101-PTAP inh	AT treatment	B2AR arrestin
Cc1cccc(OC(C)C(=O)N(Cc2cccs2)C2CCS(=O)(=O)C2)c1C (centres undefined)	4.4%	-1.5%	-4.6%	-12.1%	-3.2%	0.7%	8.0	-4.8%	-0.5%	-0.2%
C=CCNC(=S)NNC(=O)C(CCCC)CC(C)(C)O (centres undefined)	27.8%	-8.6%	1.6%	-19.4%	0.3%	-8.6%[46.1 µM]	-6.2	-2.6%	-9.5%	7.3%
O=C(CCC(=O)N(CC(=O)NC1CCCC1)c1cccc(F)c1)Nc1nccs1	-32.0%	-1.4%	9.4%	-19.8%	0.0%	-0.9%	-2.3	-5.5%	-0.8%	0.0%
O=C(CNC(=O)c1ccccc1)NCc1nc2ccccc2[nH]1	11.9%	2.8%	·	-8.8%	3.5%	9.2%	-5.5	-9.5%	-2.6%	-1.7%
CC1CCCCC1NC(=O)COc1ncnc2sccc12 (centres undefined)	29.7%	-2.1%	·	5.5%	12.5%	3.0%	-0.7	-1.1%	6.6%	-3.5%
COc1ccc(NC2=NC(=S)N(c3cccc(C)c3)C23CCCCC3)cc1	-1.5%	-0.9%	20.5%	-35.7%	?	0.2%	7.7	-3.2%	1.6%	-0.4%
OC1C2CCC(C2)C1CN1CCOCC1 (centres undefined)	-9.2%	·	·	0.4%	·	0.2%	·	-10.0%	·	·
CCOC(=O)C1CCN(c2ncnc3c2[nH]c2cccc(OC)c23)CC1	-11.2%	-2.1%	-4.8%	-22.2%	?	-3.2%	2.3	0.8%	-0.6%	0.4%
CC(NC(=O)COC(=O)c1ccc[nH]c1=O)c1ccccc1 (centres undefined)	-9.6%	5.1%	·	-2.1%	6.9%	3.9%	·	-6.0%	10.8%	-0.3%
CCc1ccccc1NC(=O)CN(C)C(=O)COc1ccc(C)nc1[N+](=O)[O-]	29.6%	-3.1%	-4.0%	-2.1%	2.3%	0.8%[46.1 µM]	-0.2	-3.2%	3.3%	-0.4%
Cc1cc(C(=O)OCc2nnc(-c3ccccc3)o2)c(C)n1-c1ccccc1	-49.6%[inhibitor]	0.4%	13.1%	-23.5%	?	-5.4%	4.4	-1.7%	4.1%	0.0%
Cc1ccccc1C(=O)Nc1ccnn1C1CCN(C(C)Cc2ccccc2F)CC1 (centres undefined)	-31.6%	1.1%	2.9%	-3.3%	?	-3.0%	0.5	-5.9%	7.1%	0.3%
Nc1nonc1-n1nnc(C(=O)N/N=C/c2ccccc2Cl)c1COc1ccc(F)cc1	7.4%	-2.8%	12.3%	-5.8%	-11.5%	2.9%	0.8	0.1%	-3.0%	-0.4%
Cc1ccc(C(=O)NCCCc2ccccc2)s1	25.4%	?	-1.3%	?	?	-10.3%[46.1 µM]	1.4	-1.1%	0.9%	0.4%
NC(=O)CC(NC(=O)Cc1ccc(Br)cc1)c1ccc(NC2CCCCCC2)c([N+](=O)[O-])c1 (centres undefined)	0.0%	-6.0%	?	-64.3%	?	-0.8%	-2.5	8.8%	22.7%	-0.3%
CCOc1cc(N2CCOCC2)c(OCC)cc1NC(=O)c1cc(S(=O)(=O)N2CCOCC2)ccc1C	-11.7%	-9.4%	·	-2.4%	?	8.9%[46.1 µM]	·	0.1%	-7.9%	-0.1%
COCCn1c(-c2ccc(OC)cc2)cnc1SCC(=O)Nc1cccc2ccccc12	-39.4%	-10.6%	1.8%	-23.2%	?	-0.6%	2.5	-2.5%	-4.7%	0.3%
Cc1nnc(NC(=O)CSC2=NN3CCCC(=O)N=C3S2)s1	-3.1%	0.2%	4.4%	0.5%	2.8%	-15.0%	-4.3	-1.8%	1.1%	-0.2%
CCN(CC)C(=O)Oc1c(Cl)cc(Cl)c2cccnc12	11.6%	-4.0%	1.0%	-0.9%	-8.8%	-1.6%	7.9	-9.6%	4.9%	-0.1%
Nc1ccccc1-c1nnc2n1CCCCC2	21.9%	-3.8%	-4.1%	0.6%	3.8%	8.5%	1.8	1.3%	-10.4%	0.0%
Nc1ccc2c(c1)Oc1ccccc1C=C2	-41.4%	-1.3%	7.8%	-2.2%	20.3%	-9.9%	18.4	-0.2%	2.2%	-0.2%
CC(OC(=O)c1ccncc1)C(=O)Nc1cccc([N+](=O)[O-])c1 (centres undefined)	0.0%	-0.9%	0.4%	0.3%	-6.3%	-3.9%	-2.2	-3.1%	-0.1%	0.0%
CCCCn1c(N)c(N(CC(C)C)C(=O)c2cc(-c3ccncc3)nc3ccccc23)c(=O)[nH]c1=O	-11.1%	-1.9%	·	-3.6%	12.0%	-1.5%	3.0	0.0%	-7.4%	-0.1%
CCCCC1CN2CCc3c([nH]c4ccccc34)C2(C)C1 (centres undefined)	-13.9%	7.6%	3.3%	-23.1%	?	3.3%	0.7	-6.3%	0.2%	-1.2%
CCCCCc1n[nH]c2c1CCCC2	-5.7%	-3.1%	0.1%	40.4%	?	-8.0%	1.7	-1.6%	-5.4%	0.2%
Cc1ccc(S(=O)(=O)N2CCC(C)CC2)cc1	10.2%	·	2.3%	2.3%	-1.1%	1.6%	8.9	1.7%	2.1%	-0.2%
CCc1cc(=O)oc2c(C)c(OS(C)(=O)=O)ccc12	4.6%	·	·	-16.2%	·	0.5%	·	-1.6%	·	·
CCOc1cc(-c2c(C#N)c(N)nc3c2CCCC3)ccc1O	-14.0%	1.0%	9.0%	-30.2%	-13.3%	3.1%	-0.3	-1.7%	-0.5%	-0.4%
CC(C)c1ccc(NC2CCCN(C(=O)CCN3CCCO3)C2)cc1 (centres undefined)	-0.9%	1.9%	-8.2%	-22.2%	16.3%	11.3%	?	-0.6%	-17.6%	0.5%
CCOC(=O)c1cc2c(C)n(-c3ccc(N(C)C)cc3)c(C)c2cc(C(=O)OCC)c1=O	-29.9%	4.6%	9.3%	16.8%	?	-0.2%	-2.6	-3.8%	-6.8%	0.5%
O=C(O)C1CCN(C(=O)NC2CCCCC2)CC1	9.0%	2.0%	6.1%	3.2%	10.0%	2.6%	-2.0	-0.1%	0.3%	0.4%
Cc1cc(=O)oc2cc(OCC(=O)Nc3ccc(S(=O)(=O)N(C)C)cc3)ccc12	-22.9%	0.3%	1.2%	19.1%	1.1%	-5.4%	-1.2	0.0%	10.0%	0.3%
COc1ccc(CN(C)C(=O)c2cccc(NC(=O)CC3SC(N4CCCCC4)=NC3=O)c2)c(OC)c1 (centres undefined)	-68.3%[inhibitor]	·	·	-81.0%	·	12.8%	·	-6.9%	·	·
CCN1CCN(c2cc(C)c3cc(NC(=O)Cc4ccc(OC)c(OC)c4)ccc3n2)CC1	9.4%	-0.4%	7.3%	-4.3%	-1.4%	2.6%	5.3	0.9%	6.6%	-0.2%
COc1ccc(Cl)cc1C(=O)OCC(=O)NCc1cccs1	13.3%	1.3%	·	5.0%	18.2%	1.7%	10.1	-4.9%	5.3%	0.3%
Nc1cc2c(cc1O)CCCC2	-7.1%	5.1%	0.0%	-7.0%	?	0.6%	-5.9	-7.8%	-3.6%	0.1%
COc1cc2c(cc1OC)C(C)N(Cc1ccc3c(c1)OCO3)CC2 (centres undefined)	-22.1%	-2.4%	-10.4%	-33.3%	-9.0%	-4.5%	-2.9	-0.5%	-3.2%	-0.4%
Cc1cccc2cc(C(c3nnnn3CC3CCCO3)N3CCc4ccccc4C3)c(=O)[nH]c12 (centres undefined)	-42.8%	3.2%	5.7%	-29.2%	-1.9%	7.8%	1.7	-6.1%	0.3%	-1.0%
OC(COc1ccccc1F)CN1CCC(Cc2ccccc2)CC1 (centres undefined)	?	11.3%	-1.2%	-18.8%	-12.6%	-4.0%	3.4	-2.4%	-2.6%	-0.4%
O=C(CSC(=S)N1CCCC1)Nc1cc2c(cc1Br)OCCO2	-15.0%	11.3%	6.0%	4.3%	-1.3%	-2.5%	0.6	-5.2%	4.3%	0.2%
